Source: PubChem
CHRM5 PAM: potentiates acetylcholine response at human M5 receptor; activation, % at 3 µM; AID 624038; P08912; CHO-K1 hM5, Fluo-8 calcium, ACh EC20 PAM; 0% = ACh EC20, 100% = ACh EC100; hit rate 0.3% among 360,000;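 active means activation above the run cutoff, the mean activation of all test compounds plus 3 SD, cut at about 18% in these data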
Target sequence (P08912 whole entry, looked up): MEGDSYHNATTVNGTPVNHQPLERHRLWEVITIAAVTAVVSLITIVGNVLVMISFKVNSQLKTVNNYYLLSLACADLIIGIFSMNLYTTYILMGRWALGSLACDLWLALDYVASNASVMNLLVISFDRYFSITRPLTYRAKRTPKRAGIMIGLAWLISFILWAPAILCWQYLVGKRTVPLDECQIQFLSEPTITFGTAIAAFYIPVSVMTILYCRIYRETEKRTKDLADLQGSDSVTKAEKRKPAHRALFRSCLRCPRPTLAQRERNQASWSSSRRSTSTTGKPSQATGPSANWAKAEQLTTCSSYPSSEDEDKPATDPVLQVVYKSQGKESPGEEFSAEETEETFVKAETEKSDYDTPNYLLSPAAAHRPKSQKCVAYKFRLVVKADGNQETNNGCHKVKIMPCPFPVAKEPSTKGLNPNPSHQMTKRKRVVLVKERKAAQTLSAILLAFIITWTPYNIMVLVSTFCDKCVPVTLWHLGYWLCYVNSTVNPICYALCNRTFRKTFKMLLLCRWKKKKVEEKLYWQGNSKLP
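system = human M5 receptor in CHO-K1 cells | reagent = EC20 acetylcholine as agonist stimulus | compound dosing = single-point, 3 µM nominal | incubation = Fluo-8 loading 80 min at 37 °C plus 30 min room temperature | detection = Fluo-8 calcium dye fluorescence, kinetic read | benchmarks = low control EC20 acetylcholine (0%), high control EC100 acetylcholine (100%)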
CHRM5 agonist: CHRM5 agonism in calcium assay. CHO-K1 hM5 cells, Fluo-8 calcium fluorescence; 0% DMSO wells, 100% maximal acetylcholine response. activation, % at 3 µM. hit rate 0.19% among 360,000;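 active means activation above the run's mean over test compounds plus 3 SD, cut at about 23% in these data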;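 further: signal is peak over basal fluorescence ratio across the kinetic read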
M5 antag: blocks acetylcholine activation of human M5 receptor; P08912; hit rate 0.59% among 360,000; inhibition, % at 3 µM; CHO-hM5 cells, Fluo-8 calcium fluorescence, ACh EC80;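 active means inhibition above a per-plate cutoff, the mean of that plate's test compounds plus 3 SD, cut at about 27% in these data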;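 further: 0% = acetylcholine EC80 with DMSO and 100% = DMSO without agonist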
TAAR1 antagonist: antagonists of human TAAR1; CHO RD-HGA16 TAAR1, Fluo-8 calcium fluorescence, antagonist; hit rate 1.5% among 360,000; Q96RJ0; inhibition, % at 3 µM;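 active means inhibition above a per-plate cutoff, the mean inhibition of test compounds on that plate plus 3 SD, cut at about 49% in these data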;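 further: 0% = DMSO plus EC80 beta-PEA response and 100% = DMSO alone without agonist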
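Test system – hTAAR1-expressing CHO RD-HGA16 cells, Gα16-coupled · Also added – β-PEA at EC80 concentration, post-compound challenge · Compound – 3 µM, single point · Incubation – dye loading 75 min at 37 °C, then 30 min room temperature · Measured by – Fluo-8 intracellular calcium dye fluorescence, real-time kinetic reads · Benchmarks – vehicle and agonist controls · Replicates – singlicate, one well per test compound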
TAAR1 agonist: human TAAR1 agonism; Q96RJ0; CHO RD-HGA16 TAAR1, Fluo-8 calcium fluorescence; vehicle wells 0%, saturating PEA agonist 100%; activation, % at 3 µM; hit rate 0.99% among 360,000; AID 624467;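 active means activation above the mean activation of all test compounds in the run plus 3 SD, cut at about 38% in these data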
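Test system: RD-HGA16 (CHO) cells co-expressing Gα16 and hTAAR1 / Benchmarks: DMSO vehicle as 0%, PEA at EC100 as 100% / Repeats: no replicates (n 1) / Measure: % activation from peak over basal fluorescence ratio, DMSO-to-PEA scaled / Timing: 17-24 h plating, Fluo-8 75 min 37 °C, 30 min RT / Technique: kinetic Fluo-8 calcium fluorescence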
M1 PAM parental: nonselective activator or artifact in parental CHO-K1 calcium assay; hit rate 0.02% among 360,000; ATP EC20, Fluo-8 calcium fluorescence; 0% at ATP EC20, 100% at ATP max; activation, % at 3 µM;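 active means activation above the run cutoff, the mean activation of all test compounds plus 3 SD, cut at about 40% in these data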;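 further: peak over basal fluorescence ratio in a 140 s read after ATP addition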
CRFR2-BP ag: CRF-BP/CRF-R2 complex agonism; HEK293 CRF-R2/CRF-BP, calcium dye fluorescence (FLIPR); percent of saturating CRF peptide response; activation, % at 13.2 µM; hit rate 0.46% among 350,000;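 active means activation of at least 50%, plus an integration ratio under a set limit after plate pattern correction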;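 further: plate controls were neutral control wells without compound for no effect and CRF at EC100 for full effect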
CRFBP-R2 block: antagonists of CRF-binding protein/CRF-R2 receptor complex; hit rate 0.59% among 350,000; HEK293 CRF-R2/CRF-BP, CRF-induced calcium fluorescence; AID 588475; inhibition, % at 11.8 µM;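 active means inhibition of the ligand-induced calcium signal above about 50% at the single tested concentration, limit read from the data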
CHRM4 PAM: CHRM4 positive allosteric modulation. CHO-K1 hM4/Gqi5, Fluo-8 calcium fluorescence, ACh EC20; 0% = ACh EC20, 100% = maximal ACh. hit rate 0.4% among 360,000. P08173. activation, % at 3 µM;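 active means activation above its plate's cutoff, the mean activation of sample wells plus 3 SD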; further: some results filed as inactive read as strong as hits
Target sequence (P08173 whole entry, looked up): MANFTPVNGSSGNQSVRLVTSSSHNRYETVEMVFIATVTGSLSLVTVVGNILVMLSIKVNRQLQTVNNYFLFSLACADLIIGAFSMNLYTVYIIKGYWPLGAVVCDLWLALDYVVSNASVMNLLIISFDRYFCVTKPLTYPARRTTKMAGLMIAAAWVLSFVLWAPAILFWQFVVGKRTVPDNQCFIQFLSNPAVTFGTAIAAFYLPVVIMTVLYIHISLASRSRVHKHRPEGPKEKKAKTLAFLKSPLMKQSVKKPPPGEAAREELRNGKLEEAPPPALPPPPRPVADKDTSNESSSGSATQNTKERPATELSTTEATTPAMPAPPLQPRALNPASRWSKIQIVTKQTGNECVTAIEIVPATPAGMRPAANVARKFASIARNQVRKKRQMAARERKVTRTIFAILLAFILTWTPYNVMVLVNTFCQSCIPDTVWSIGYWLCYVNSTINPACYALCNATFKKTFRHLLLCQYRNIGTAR
* = called active by the depositor; . = not tested or not shown. No enrichment for hits. Share with any hit: about 4.2%.

SMILES	CHRM5 PAM	CHRM5 agonist	M5 antag	TAAR1 antagonist	TAAR1 agonist	M1 PAM parental	CRFR2-BP ag	CRFBP-R2 block	CHRM4 PAM
COC(=O)[C@@]12CCCN1[C@H](c1ccc(-c3ccc(OC)cc3)cc1)[C@@H]1C(=O)N(C)C(=O)[C@@H]12	-5	-1	3	16	9	-23	0.9	-6	-2
O=C(Nc1ccc2c(c1)OCO2)c1cc(C2CCCCN2C(=O)c2ccccc2)on1 (stereo not drawn)	0	0	-1	6	1	-7	.	.	-6
C=CCOC(=O)C1=C[C@@H](c2ccc3c(c2)OCO3)C[C@@H](OCc2ccc(CO)cc2)O1	-7	-7	23	3	1	-6	0.0	-3	1
CCn1c(=S)sc2c(=O)n(CC(=O)NC(C)CCc3ccccc3)c(C)nc21 (stereo not drawn)	1	-1	-2	-10	-1	7	-0.7	-6	-3
Cc1cccc(C)c1NC(=O)C1C2C=CC(C2)C1C(=O)O (stereo not drawn)	-1	0	-8	-14	2	14	0.1	3	-5
CC(=O)c1cccc(-c2csc(N3CCC(C(N)=O)CC3)n2)c1	-2	-3	0	-4	4	2	0.5	-7	-1
Cc1ccc(Cn2c(C(=O)O)cc3sccc32)cc1	-7	-2	9	-25	1	1	-0.1	11	0
O=C(COc1ccccc1)N(Cc1ccco1)C1CCS(=O)(=O)C1 (stereo not drawn)	-5	1	2	9	1	19	1.2	-18	6
COc1ccccc1Cc1c(-c2cccc(Cl)c2)nc2ccc(Cl)cn12	0	-3	-9	-20	-2	7	.	.	11
O=C(CN1CCN(c2ccccc2O)CC1)NNC(=O)c1ccc(Cl)cc1	-4	0	1	5	0	-6	-0.2	5	-4
O=C(CCN1CCCCC1)N1CCc2c([nH]c3ccccc23)C1c1cccnc1 (stereo not drawn)	2	0	-7	-11	2	-3	-1.1	-22	-5
COc1ccc(/C(=N\O)c2ncc(C(F)(F)F)cc2Cl)cc1	4	-7	-4	21	7	11	0.5	25	28
COC(=O)[C@@]1(C)[C@H]2C(=O)N(C)C(=O)[C@H]2[C@H]2CN=C(SC)N21	-3	2	7	8	7	20	1.7	-5	4
CCOC(=O)[C@]12CCC=C1N(Cc1ccccc1)C(=O)[C@H](CC(=O)N1CCSCC1)C2	2	-1	-3	-1	0	6	.	.	5
O=C(O)c1cccc(S(=O)(=O)Nc2ccccc2N2CCOCC2)c1	5	-2	-1	-12	-2	-10	0.6	7	-7
O=C1c2oc3ccccc3c(=O)c2C(c2cccnc2)N1CCCN1CCOCC1 (stereo not drawn)	0	-2	-2	-17	-3	17	0.8	10	0
CCCC(=O)NC(Nc1ccc(S(=O)(=O)Nc2cc(C)on2)cc1)(C(=O)OCC)C(F)(F)F (stereo not drawn)	3	-2	0	-18	5	14	-1.8	15	1
O=C(CN1C(=O)C(=O)N(Cc2ccccc2)C1=O)Nc1cc(Cl)cc(Cl)c1	-5	-2	10	0	3	17	3.8	6	-5
CC(C)(C)NC(=O)C(OC(=O)c1cccs1)c1ccccc1 (stereo not drawn)	-4	-3	2	-11	1	15	-0.6	8	6
O=C1CCC[C@@H]2C=C[C@H](c3ccc(Br)cc3)[C@H]3CCN1[C@@H]32	0	3	1	6	5	-3	.	.	6
COc1ccccc1N1CCN(C2CCN(C(=O)c3cc(OC)c(OC)c(OC)c3)CC2)CC1	2	-8	-2	6	3	5	1.2	-4	3
CCn1cc(CNC(=O)c2cc(-c3cc(OC)ccc3OC)nc3ccccc23)c(C)n1	-12	0	14	25	8	21	-0.3	22	-9
CCOc1cc(/C=C/C(=O)OCC(=O)NCCN2C(=O)CSC2=O)ccc1OCC(C)C	-7	0	19	17	2	6	0.2	-4	-1
Cc1ccc(C(=O)Nc2cccc(NC(=O)c3ccc(C)c([N+](=O)[O-])c3)n2)cc1[N+](=O)[O-]	-2	-2	3	21	25	-3	1.3	-22	-1
O=C(O)CCN1C(=O)c2ccc(NC(=O)CCc3ccccc3)cc2C1=O	-2	4	-4	-8	0	22	0.1	3	-2

An excerpt from above in order of their number in TAAR1 antagonist, lowest first:
smiles | TAAR1 antagonist
COc1ccccc1Cc1c(-c2cccc(Cl)c2)nc2ccc(Cl)cn12 | -20
Cc1cccc(C)c1NC(=O)C1C2C=CC(C2)C1C(=O)O (stereo not drawn) | -14
O=C(O)c1cccc(S(=O)(=O)Nc2ccccc2N2CCOCC2)c1 | -12
CCOC(=O)[C@]12CCC=C1N(Cc1ccccc1)C(=O)[C@H](CC(=O)N1CCSCC1)C2 | -1
O=C(COc1ccccc1)N(Cc1ccco1)C1CCS(=O)(=O)C1 (stereo not drawn) | 9

Individual results from the results shown.
Under TAAR1 agonist, O=C(CN1C(=O)C(=O)N(Cc2ccccc2)C1=O)Nc1cc(Cl)cc(Cl)c1 has the entry 3
Under TAAR1 antagonist, Cc1cccc(C)c1NC(=O)C1C2C=CC(C2)C1C(=O)O (stereo not drawn) has the entry -14

Continued.
SMILES	CHRM5 PAM	CHRM5 agonist	M5 antag	TAAR1 antagonist	TAAR1 agonist	M1 PAM parental	CRFR2-BP ag	CRFBP-R2 block	CHRM4 PAM
CCOC(=O)c1nnn(-c2nonc2N)c1CNC(C)C	1	-3	1	-6	2	24	3.9	-14	0
CNC(=O)COC(=O)/C=C/c1cccs1	6	-1	-2	-26	8	-10	-5.2	15	12
O=C(Nc1ccccc1)c1cccc(=O)o1	0	6	3	-52	2	-14	2.2	2	-4
CCc1nonc1NC(=O)COc1ccc(Cl)c(C)c1	-4	1	-3	-44	-2	15	15	-2	1
COc1ccc(C(C(=O)NC2CCCCC2)N(C(=O)CCl)c2ccc(Cl)cc2)cc1 (stereo not drawn)	-7	0	4	.	.	17	-0.1	-38	-16
CCN(CCc1ccccc1)c1ccc2c(c1)C1CC2CCN1Cc1ccccc1 (stereo not drawn)	-1	2	-2	-1	7	-2	-0.7	-7	-7
Cn1c(=O)[nH]c(=O)c2c1nc(SCCCO)n2CCCc1ccccc1	0	3	7	0	1	12	-1.5	-17	-2
O=C(Nc1c(Cl)cccc1Cl)C1CCN(C(=O)c2cccs2)CC1	-3	-3	13	-3	4	6	2.1	-2	1
COc1ccc(C(C)(O)c2nc(-c3ccc(S(C)(=O)=O)cc3)cs2)cc1 (stereo not drawn)	1	2	-5	-1	1	-5	.	.	1
COc1ccc([N+](=O)[O-])cc1NCc1c(F)cccc1F	-4	-3	6	-6	1	19	-1.3	43	-1
Oc1ccc(/C=N/N(c2ccccc2)c2ccccc2)cc1O	-3	-2	13	-32	6	21	0.0	-5	2
CCOC(=O)C1CCCN(c2c(Nc3ccc(OCC)cc3)c(=O)c2=O)C1 (stereo not drawn)	1	1	-2	11	1	-4	1.3	9	0
Cc1cc(C)n(CC(O)COc2ccccc2C(=O)Nc2ccccc2)n1 (stereo not drawn)	-7	3	6	39	14	18	-4.3	1	-19
Cc1cc(C)nc(NS(=O)(=O)c2ccc(NC(=O)c3ccc(S(=O)(=O)N4CCOCC4)cc3)cc2)n1	1	1	-4	.	.	13	-0.3	-6	-6
Fc1ccc2nc(N3CCOCC3)sc2c1	8	1	-2	-16	2	16	2.6	-5	13
COCCn1c(C)cc(C(=O)COc2ncnc3ccc(Br)cc23)c1C	5	1	2	-8	2	9	0.3	10	7
Cc1ccc(-n2ncc3c(NNC(=O)c4ccco4)ncnc32)c(C)c1	7	5	7	-14	1	18	1.4	-31	7
Cc1cc(C)c(C)c(S(=O)(=O)N2CCC(C(=O)NNC(=O)c3ccccc3O)CC2)c1C	-1	-1	1	19	6	5	-1.1	2	10
COc1ccc(-n2c(-c3ccc(Cl)cc3)n[nH]c2=S)c(OC)c1	1	0	-5	-24	1	-1	-2.3	6	-2
O=C(CCC1CCN(C(=O)c2ccccc2Cl)CC1)NCc1ccc(F)cc1	-4	-5	18	-14	3	23	-0.1	9	-6
O=C(O)c1cc2n(n1)C(C(F)(F)F)CC(c1ccco1)N2 (stereo not drawn)	-2	0	-1	-8	17	-7	-1.0	-1	1
CCN(CC)S(=O)(=O)c1ccc2c(c1)c(=O)c(C(=O)NCc1ccco1)cn2C	-1	-5	5	0	0	6	0.0	-1	3
COc1cc(S(=O)(=O)NCc2ccccc2)ccc1F	2	-4	-4	-10	16	13	1.5	-17	11
CCOC(=O)C1CCN(C(=O)Cn2nc(C)n3nc(-c4ccc(OC)cc4)cc3c2=O)CC1	4	1	12	-24	2	-8	-1.1	-12	7
O=C(O)CCNC1C=CS(=O)(=O)C1 (stereo not drawn)	-3	-3	7	4	2	-6	2.1	-10	8
COc1cc(C(C(=O)NCC2CCCO2)N(C(=O)Cn2nnc3ccccc32)c2ccc(OC)c(OC)c2)ccc1O (stereo not drawn)	0	-2	14	4	1	11	0.4	-19	3
COc1cc(CCC(C)NCc2ccccc2)ccc1O (stereo not drawn)	-4	-2	14	-6	1	5	-0.2	7	-4
O=S(=O)(c1cccc(F)c1)N1CCCN(c2ccc(C(F)(F)F)cn2)CC1	-7	-4	8	-14	-1	18	0.7	-8	-4
Cc1cc(C)cc(Cn2c3ccc(NC(=O)NCc4ccc(F)cc4)cc3c(=O)n2C)c1	4	0	-1	0	7	7	.	.	-1

Single records, as listed above.
Entry for Oc1ccc(/C=N/N(c2ccccc2)c2ccccc2)cc1O = CHRM5 PAM: -3; CHRM5 agonist: -2; M5 antag: 13; TAAR1 antagonist: -32; TAAR1 agonist: 6; M1 PAM parental: 21; CRFR2-BP ag: 0.0; CRFBP-R2 block: -5; CHRM4 PAM: 2
Entry for COc1ccc(-n2c(-c3ccc(Cl)cc3)n[nH]c2=S)c(OC)c1 = CHRM5 PAM: 1; CHRM5 agonist: 0; M5 antag: -5; TAAR1 antagonist: -24; TAAR1 agonist: 1; M1 PAM parental: -1; CRFR2-BP ag: -2.3; CRFBP-R2 block: 6; CHRM4 PAM: -2
